# Bioassay records from PubChem BioAssay.
# GAA glycogen: inhibitors or activators of human alpha-glucosidase glycogen cleavage. Potency, µM (top dose mostly 76.4 µM), without a hit: top-dose activity change, negative = inhibition, most hits filed as inhibitors. AID 2100. recombinant GAA, glycogen substrate, Amplex Red glucose oxidase fluorescence. 0.38% of 300,000 active. P10253; active = well fitted inhibition curve with a large enough effect; inconclusive = small, poorly fitted or top-dose-only effect, or another doubt; inactive = no such curve, though single readings can be large or run the other way;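 note: 0% = full enzyme reaction and -100% = no-enzyme basal signal; the screen sought inhibitors and activators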
#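 Recombinant enzyme (4 nM final) with compounds titrated up to 77 uM and bovine liver glycogen (30 ug) in citrate pH 5.0, 0.01% Tween-20, 37 C 40 min. Released glucose detected by Amplex Red/glucose oxidase (Ex 573/Em 610); AC50 from Hill fits.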
# The depositor's hits bear a star; ? = inconclusive; & = joins results of further samples; [ ] = dose if it differs, or a comment. Potency is the fitted concentration of half-maximal effect. This is a subset; rates above refer to the full screens.
SMILES,GAA glycogen
CCCc1cc(=O)oc2c3c(cc(OCC(=O)NCc4ccccn4)c12)OC(C)(C)CC3,16%[76.3 µM]
Cc1ccc(-c2nc(NCCN(C)C)c3ccccc3n2)cc1,-2%[76.3 µM]
COc1ccccc1NC(=O)c1oc2ccccc2c1NC(=O)c1cccc(OC)c1OC,-14%[76.3 µM]
CCOc1ccc(C2C(C(=O)c3ccc(C)o3)=C(O)C(=O)N2c2cc(C)on2)cc1OC (stereo not drawn),-11%[76.3 µM]
CCCC(=O)N(Cc1cc(=O)[nH]c2ccccc12)c1ccccc1OC,-4%
COc1ccccc1OCc1ccc(C(=O)NC(C)c2ccccc2)o1 (stereo not drawn),1%
Cc1nc(SCc2ccc(C#N)cc2)n[nH]1,-1%[76.3 µM]
Cc1ccc2c(c1)N(C(=O)N1CCC(C(=O)NCCC3=CCCCC3)CC1)CC(C)O2 (stereo not drawn),-9%[76.3 µM]
COc1ccccc1C(=O)NC1(C(F)(F)F)C(=O)NC(C)=C1C#N (stereo not drawn),9%[76.3 µM]
CCN1CCN(Cc2c(O)ccc3oc(C)c(C(=O)Nc4ccc(OC)cc4)c23)CC1,10%[76.3 µM]
NC(=O)c1ccccc1NC(=O)CC12CC3CC(CC(Br)(C3)C1)C2,0%
CC1CCCN(CCCNC(=O)Cn2ncc3c([nH]c4ccccc43)c2=O)C1 (stereo not drawn),14%[76.3 µM]
Cc1[nH]n(-c2ccccc2)c(=O)c1/C=N/NC(=O)c1ccccc1F,-14%
COc1ccc(-c2cc(C(=O)Nc3cccnc3)no2)cc1OC,1%
O=C(NC1CCCC1)C(c1cccnc1)N(Cc1ccccc1F)C(=O)c1csnn1 (stereo not drawn),2%
O=C(Cn1ncc2c3ccccc3n(Cc3ccccc3F)c2c1=O)NCC1CCCO1 (stereo not drawn),-15%[76.3 µM]
COc1ccc(OC)c(NC(=O)c2ccc(CN3CCc4ccccc4C3)cc2)c1,-3%
Nc1cc(=O)nc(SCC(=O)N2CCN(c3ccccc3)CC2)n1-c1ccccc1,-12%[76.3 µM]
Cc1ccc(C(C)C)c(OCC(=O)Nc2ccc(O)c(-c3nc4cc(Cl)ccc4o3)c2)c1,7%[76.3 µM]
CCC(C)(C)C1CCC(NC(=O)N2CCN(c3ccccc3O)CC2)CC1 (stereo not drawn),?
COc1ccc(CCN2CC(C(=O)NCc3cccc4[nH]ccc34)CCC2=O)cc1 (stereo not drawn),1%[76.3 µM]
COc1ccc(N=Nc2c(-c3ccc(OC)cc3)[nH]oc2=O)cc1,13%[76.3 µM]
O=c1n(Cc2ccccc2)nc2n1-c1cc(Cl)ccc1OC2,2%[76.3 µM]
CCc1cccc(N(C(=O)c2csnn2)C(C(=O)NC2CCCC2)c2cccnc2)c1 (stereo not drawn),4%[76.3 µM]
O=S(=O)(Nc1ccc2ccccc2n1)c1ccccc1Cl,8%[76.3 µM]
# The results go on:
SMILES,GAA glycogen
CN(CC1CCN(CCc2cccc(C(F)(F)F)c2)CC1)C(=O)c1ccc(F)cc1,-2%[76.3 µM]
CCOc1ccc(NC(=O)Cn2cc(C(=O)c3ccc(OCC)cc3)c(=O)c3cc4c(cc32)OCCO4)cc1,7%[76.3 µM]
Cc1c(C(=O)OCc2ccccc2)[nH]c2c1C(=O)CC(c1ccc(N(C)C)cc1)C2 (stereo not drawn),-11%[76.3 µM]
COCc1cc(C)nc2sc3c(c12)NC(c1ccc(O)c(OC)c1)N(c1ccccc1)C3=O (stereo not drawn),?
CCN(c1ccccc1C)S(=O)(=O)c1nnc(NC(=O)c2ccc(OC)c(OC)c2)s1,15%[76.3 µM]
COc1ccc(NC(=O)c2ccc3c(c2)C(=O)N(CC2CCCO2)C3=O)c(OC)c1 (stereo not drawn),-4%
COC(=O)c1ccc(N2CCOCC2)c(NC(=O)c2cccnc2)c1,-3%[76.3 µM]
CCCC(=O)Nc1ccc(-c2nc3ncccc3o2)cc1C,19%[76.3 µM]
Cc1ccc(C(OCC(O)CNC(CO)C(O)c2ccc([N+](=O)[O-])cc2)c2ccccc2)cc1 (stereo not drawn),-4%
COc1ccccc1OCC(=O)NC1CCCc2ccccc21 (stereo not drawn),-1%
CN(C)C(=O)c1cc(C(=O)c2ccc(F)cc2Cl)c[nH]1,-2%
COc1ccc(CNC(=O)C2CCN(S(=O)(=O)c3ccc4c(c3)C(C)(C)C(=O)N4C)CC2)cc1,9%[76.3 µM]
Cc1ccsc1/C=N/NC(=O)c1nnn(-c2nonc2N)c1CSc1ccccc1,-3%[76.3 µM]
Cc1ccc(NC(=O)CN(C)S(=O)(=O)c2ccc3nc(C)sc3c2)c(C)c1,11%[76.3 µM]
CCn1nc(C)cc1C(=O)NC1CCCc2c1cnn2-c1cc(F)cc(F)c1 (stereo not drawn),-8%[76.3 µM]
C/C(=N\NC(=O)c1ccccc1F)c1cccc(NC(=O)c2ccccc2)c1,1%[76.3 µM]
CCOC(=O)C1=C(CCc2ccccc2)NC(=O)NC1c1ccc(Br)cc1 (stereo not drawn),15%[76.3 µM]
Cc1ccc(/C=N/NC(=O)Cc2c(F)cccc2Cl)s1,5%[76.3 µM]
Clc1ccccc1Nc1ncnc2c1nc1n2CCCCC1,-6%[76.3 µM]
CCOc1ccc(N2CC(c3nc4ccccc4n3CC(C)C)CC2=O)cc1 (stereo not drawn),13%[76.3 µM]
COc1cccc(CN2CCC(C(=O)Nc3ccc(-c4cccc(C)c4)cc3)CC2)c1O,-8%[76.3 µM]
CC(C)[C@H](NC(=O)N1c2ccccc2NC(=O)[C@@H]1C(C)C)C(=O)N[C@@H](C(=O)O)c1ccccc1,-13%[76.3 µM]
COc1ccc(C(=O)Cn2cnc3ccccc3c2=O)c(OC)c1,6%[76.3 µM]
O=C(CCC(=O)c1ccc(F)cc1)Nc1cccc(Br)c1,1%
COc1ccc(N(C(=O)c2snc(C(N)=O)c2N)C(C(=O)NC2CCCC2)c2ccc3ncccc3c2)cc1 (stereo not drawn),7%

# In another format: entries from further up
molecule | GAA glycogen
COc1cccc(CN2CCC(C(=O)Nc3ccc(-c4cccc(C)c4)cc3)CC2)c1O | -8%[76.3 µM]
COc1ccc(N=Nc2c(-c3ccc(OC)cc3)[nH]oc2=O)cc1 | 13%[76.3 µM]

# Returning to the listing, repeating the 7 entries before the break.
SMILES,GAA glycogen
Clc1ccccc1Nc1ncnc2c1nc1n2CCCCC1,-6%[76.3 µM]
CCOc1ccc(N2CC(c3nc4ccccc4n3CC(C)C)CC2=O)cc1 (stereo not drawn),13%[76.3 µM]
COc1cccc(CN2CCC(C(=O)Nc3ccc(-c4cccc(C)c4)cc3)CC2)c1O,-8%[76.3 µM]
CC(C)[C@H](NC(=O)N1c2ccccc2NC(=O)[C@@H]1C(C)C)C(=O)N[C@@H](C(=O)O)c1ccccc1,-13%[76.3 µM]
COc1ccc(C(=O)Cn2cnc3ccccc3c2=O)c(OC)c1,6%[76.3 µM]
O=C(CCC(=O)c1ccc(F)cc1)Nc1cccc(Br)c1,1%
COc1ccc(N(C(=O)c2snc(C(N)=O)c2N)C(C(=O)NC2CCCC2)c2ccc3ncccc3c2)cc1 (stereo not drawn),7%
Cc1cc2oc(C(=O)Nc3c(C)n(C)n(-c4ccccc4)c3=O)cc(=O)c2cc1C,3%[76.3 µM]
COc1ccc(NC(=S)N2CCN(S(=O)(=O)c3ccc(F)cc3)CC2)cc1OC,?
O=S(=O)(c1ccc(Cl)cc1)c1nc(-c2cccs2)oc1SCc1ccc(F)cc1,-3%[76.3 µM]
CC(C)c1ccc(OCC(=O)Nc2c(C(=O)c3ccc(F)cc3)oc3ccccc23)cc1,11%[76.3 µM]
CC(C)C[C@@H](CSc1ccccc1)N1CCN(C)CCC1=O,11%[76.3 µM]
COc1ccc(NC(=O)N2CCCC2C(=O)Nc2ccccc2F)cc1 (stereo not drawn),13%[76.3 µM]
Cc1cc(C(=O)O)cc(S(=O)(=O)Nc2ccccc2C(=O)NC(C)c2ccccc2)c1C (stereo not drawn),4%[76.3 µM]
O=C(COC(=O)CSc1ccccc1)NNC(=O)c1ccc([N+](=O)[O-])cc1,-7%[76.3 µM]
Cc1nn(CC(=O)N2CCC(C)CC2)c(=O)c2nn(-c3ccccc3)c(C)c12,-1%[76.3 µM]
CC(C)Cn1c(N)c(/C=N/NC(=O)c2ccc(Cl)cc2)c(=O)n(C)c1=O,1%
CC(=O)c1cccc(NC(=O)c2cc(-c3ccc4c(c3)OCCO4)on2)c1,2%[76.3 µM]
CC(C)c1ccc(Nc2nc3c(S(=O)(=O)c4ccc(Br)cc4)nnn3c3ccsc23)cc1,2%[76.3 µM]
CCCCOc1cccc(C(=O)N(Cc2ccc(N(C)C)cc2)C2CCS(=O)(=O)C2)c1 (stereo not drawn),-26%[76.3 µM]
COc1ccccc1Nc1nc(-c2cccnc2)cs1,?
O=C(O)c1nn(-c2ccc(F)cc2)ccc1=O,-1%
O=C(CN(Cc1ccc(F)cc1)C(=O)CCC(=O)Nc1nccs1)NCc1ccccc1,1%
COc1ccc(CC(=O)N/N=C\c2cc(Br)c(O)c(Br)c2)cc1,-2%[76.3 µM]
CCCN(CCC)S(=O)(=O)c1ccc(C)cc1,14%[76.3 µM]
CCCn1c(=O)n(-c2ccccc2)c(=O)c2sc3ccccc3c21,-1%[76.3 µM]
CCOc1ccc(Nc2ncnc3c2nc2n3CCCC2)cc1,?
O=c1c(-c2ccccc2Cl)coc2c(CN3CCCCC3)c(O)ccc12,6%
CCOc1ccc(OCC)c(-n2cnnn2)c1,-8%[76.3 µM]
CCCC(=O)Nc1cc(-c2nc3ncccc3o2)ccc1Cl,-11%[76.3 µM]
CC(=O)Nc1ccc(S(=O)(=O)N2CCN(S(=O)(=O)c3ccc(F)c(F)c3F)CC2)cc1,0%
COc1ccc(OC)c(NC(=O)Cn2c(=O)n(CC3CCCO3)c(=O)c3cc(OC)c(OC)cc32)c1 (stereo not drawn),-7%&-7%[76.3 µM]

# Of the compounds above, 2 contain a nitro group on carbon:
SMILES,GAA glycogen
Cc1ccc(C(OCC(O)CNC(CO)C(O)c2ccc([N+](=O)[O-])cc2)c2ccccc2)cc1 (stereo not drawn),-4%
O=C(COC(=O)CSc1ccccc1)NNC(=O)c1ccc([N+](=O)[O-])cc1,-7%[76.3 µM]

# (further entries)
SMILES,GAA glycogen
Cc1ccc2[nH]c3nc(N/N=C/c4cccc(O)c4)nnc3c2c1,19%[76.3 µM]
CSc1ccc(CCNC(=O)CCn2c(=O)c3cccn3c3cccnc32)cc1,-6%[76.3 µM]
COc1cccc(CNC(=O)CSc2ncc(S(=O)(=O)c3ccc(Br)cc3)c(=O)[nH]2)c1,9%[76.3 µM]
Cc1nn2c(-c3cccc(NC(=O)c4ccc(Cl)cc4)c3)nnc2c2ccccc12,-26%[76.3 µM]
COC(=O)N1C(=O)[C@](c2ccsc2)(C(C)C)N1C(=O)OC,-3%[76.3 µM]
CCC(Sc1nc(N)c(NC(=O)c2ccco2)c(=O)[nH]1)C(=O)O (stereo not drawn),-5%[76.3 µM]
O=C(NCc1ccccn1)Nc1ccc(F)cc1F,0%
CN(CC(=O)Nc1ccc(Cl)cc1)C(=O)CCC1CCCC1,1%[76.3 µM]
COc1ccc(N2C(=O)c3ccccc3NC2c2ccccc2O)cc1 (stereo not drawn),4%
CC(C)C(NC(=O)c1ccccc1F)C(=O)NCc1ccccc1 (stereo not drawn),16%
CCc1c(C)nc2nc(SCc3ccccc3)[nH]n2c1=O,-1%
CC(=O)Nc1c(-c2ccccc2)nc2cc(C)ccn12,-6%[76.3 µM]
CCOC(=O)C1=C(CS(=O)(=O)c2ccc(F)cc2)NC(=O)NC1c1ccc(OCC)c(OC)c1 (stereo not drawn),-2%[76.3 µM]
COc1cc(/C=N/n2c(COc3ccccc3)n[nH]c2=S)cc(OC)c1OC(C)=O,4%
COc1cccc(NC(CNS(=O)(=O)c2ccc(Cl)cc2)c2ccccc2)c1 (stereo not drawn),?
CC(O)c1cccc(NC(=O)Nc2cccc(NC(=O)Nc3cccc(C(C)O)c3)c2)c1 (stereo not drawn),-5%
CCn1c(CC(=O)Nc2ccccc2Cl)nnc1SCC(=O)NC1CCCC1,-2%
C=Cc1ccc(Cn2nc(-c3ccc(C)c(S(=O)(=O)N(CC)CC)c3)ccc2=O)cc1,-9%[76.3 µM]
CC(C)Cc1nn2c(=O)cc(CSCC(=O)Nc3ccccc3F)nc2s1,2%[76.3 µM]
CCc1ccc(S(=O)(=O)c2nnn3c2nc(N2CCOCC2)c2sccc23)cc1,16%[76.3 µM]
CC(C)OC(=O)CSc1nc(N2CCOCC2)c2c(c1C#N)CC(C)(C)OC2,2%
COc1ccc2oc(=O)c(C(=O)NCc3ccc(C)cc3)cc2c1,0%[76.3 µM]
COC(=O)c1cc2oc(C)cc2n1CC(=O)Nc1cc(Cl)ccc1OC,-5%[76.3 µM]
CN1CCN(CCC(=O)N/N=C/c2cc3c(cc2[N+](=O)[O-])OCO3)CC1,1%[76.3 µM]
COC(=O)c1ccc(NC(=O)Cn2nc(C)c3ccccc3c2=O)cc1,-7%[76.3 µM]
CCCCCCn1cc(C(=O)O)c(=O)c2cc(F)c(N3CCN(C)CC3)cc21,0%[76.3 µM]
O=C(Nc1ccc(Br)cc1)NC1CCCCCCC1,-7%[76.3 µM]
